Bioassay records as filed in PubChem BioAssay.
hcGAS inh = Primary biochemical luminescence assay for human cyclic GMP-AMP synthase inhibitors; Q8N884; recombinant h-cGAS, ATP depletion, Kinase-Glo luminescence; inhibition, % at 12.5 µM; 290,000 compounds, 0.081% hits;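 further: 0% = vehicle reaction and 100% = reaction without DNA for no activity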
Target sequence (Q8N884 whole entry, looked up): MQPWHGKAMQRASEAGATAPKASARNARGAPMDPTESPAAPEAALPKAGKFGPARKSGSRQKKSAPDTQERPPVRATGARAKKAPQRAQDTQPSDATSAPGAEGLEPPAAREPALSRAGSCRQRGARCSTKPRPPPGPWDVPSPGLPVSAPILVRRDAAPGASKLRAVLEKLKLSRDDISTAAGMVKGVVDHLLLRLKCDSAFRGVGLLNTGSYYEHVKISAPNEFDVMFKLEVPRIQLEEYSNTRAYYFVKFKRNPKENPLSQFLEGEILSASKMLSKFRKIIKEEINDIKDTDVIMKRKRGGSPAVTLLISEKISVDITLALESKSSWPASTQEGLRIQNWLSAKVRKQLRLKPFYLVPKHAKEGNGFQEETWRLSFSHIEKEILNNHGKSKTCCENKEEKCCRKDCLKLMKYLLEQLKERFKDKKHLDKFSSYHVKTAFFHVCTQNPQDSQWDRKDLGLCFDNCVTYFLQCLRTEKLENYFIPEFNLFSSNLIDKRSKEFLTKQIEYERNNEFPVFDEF
NPYLR7 ag = agonists of mosquito NPYLR7 receptor, primary screen, cell-based, Aedes aegypti, calcium fluorescence, mosquito biting behavior | Aedes aegypti neuropeptide Y-like receptor 7 (NPYLR7) | 270,000 compounds, 0.15% hits | AID 1259423, 2018 | HEK293T NPYLR7/Galpha15, GCaMP6s calcium fluorescence | activation, % at 10 µM; in the data active means activation above about 40%;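 further: 0% = vehicle and 100% = reference agonist at the receptor; some compounds past the cut are filed as inactive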
mcGAS lum = cyclic GMP-AMP synthase inhibitors, mouse, primary biochemical chemiluminescence | 160,000 compounds, 0.15% hits | recombinant cGAS, Kinase-Glo ATP depletion luminescence | inhibition, % at 12.5 µM | Q8C6L5;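 further: 0% = negative control wells and 100% = reference inhibitor with no enzyme activity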
Starred values were filed as active, the others as inactive; nt = not tested or not shown. Unless noted, no stated cut-off is given here; in the data, active means inhibition above about 40%; inactive means the rest. This is a random part of the collection; overall some 0.26% were active at least once.

SMILES | hcGAS inh | NPYLR7 ag | mcGAS lum
COc1ccc(NC(=O)CCN(Cc2ccco2)c2nc(C3CC3)nc3ccccc23)cc1 | -1.9 | -2.6 | -4.7
Oc1cncc(Cc2ccccc2)c1 | -4.9 | 1.5 | -6.9
CC(NC(=O)CSc1nc2ccccc2[nH]1)c1ccccc1 (centres undefined) | 3.5 | -5.8 | 1.2
Cc1cnn(CCC(=O)OC2CCN(c3ccc(Cl)nn3)CC2)c1 | 2.1 | 1.1 | nt
COc1cc(C)ccc1OCCOc1ccc([N+](=O)[O-])cc1 | -5.2 | -2.1 | nt
COc1cc(=O)n(-c2ccccc2C)nc1C(=O)Nc1cc(F)ccc1F | 2.1 | -6.3 | 0.1
CN(C)C(CNC(=O)NCCCn1nc2n(c1=O)CCCC2)c1cccc(F)c1 (centres undefined) | -3.2 | -0.9 | nt
CSc1ncc(Nc2nc(C)cs2)cn1 | 0.1 | -5.2 | 0.7
Cc1ccc(NC(=O)Nc2ccc(N3CCCC3)c(C(=O)NCCc3ccccc3)c2)cc1 | 2.2 | 3.2 | -6.2
Cc1nn(-c2ccc(F)cc2)c(C)c1C(=O)N1CCN2CCNC(=O)C2C1 (centres undefined) | -0.4 | 4.8 | nt
Cc1ncc(C(=O)N2CCC(N3CCCC(C(=O)NC4CC4)C3)CC2)cn1 (centres undefined) | -0.8 | 11.1 | nt
CCOc1cc(Nc2ccc(NC(=O)CC(C)C)cc2)nc(C)n1 | -12.5 | 8.5 | -7.5
CCCC1=C(C(=O)OCC)C(c2cccc(OC)c2OC)NC(=S)N1 (centres undefined) | -13.1 | 4.3 | -4.0
CCOc1ccccc1-n1c(C)cn2c3c(=O)n(CC(=O)C(C)(C)C)c(=O)n(C)c3nc12 | -10.2 | 9.1 | nt
COc1cccc2sc(N(Cc3ccco3)C(=O)c3cc(C)nn3C)nc12 | -6.5 | 4.8 | nt
CCOCCCNC(=O)c1c(O)nc2ccccn2c1=O | -10.2 | -1.8 | -7.7
CNC(=S)Nc1cccc([N+](=O)[O-])c1 | 0.6 | 3.2 | nt
Cc1ccc(Oc2ncccc2C(=O)N2CCCN(c3nc4cc(C)c(C)cc4nc3-c3ccccc3)CC2)cc1 | -7.9 | nt | -4.6
Cc1ccc2c(c1)CCCN2Cc1nnsc1Cl | 0.9 | -12.4 | nt
OCCCNCC(O)Cn1c2ccccc2c2ccccc21 (centres undefined) | 0.5 | -2.5 | 2.2

Five successive entries from above, quoted:
SMILES | hcGAS inh | NPYLR7 ag | mcGAS lum
COc1ccc(NC(=O)CCN(Cc2ccco2)c2nc(C3CC3)nc3ccccc23)cc1 | -1.9 | -2.6 | -4.7
Oc1cncc(Cc2ccccc2)c1 | -4.9 | 1.5 | -6.9
CC(NC(=O)CSc1nc2ccccc2[nH]1)c1ccccc1 (centres undefined) | 3.5 | -5.8 | 1.2
Cc1cnn(CCC(=O)OC2CCN(c3ccc(Cl)nn3)CC2)c1 | 2.1 | 1.1 | nt
COc1cc(C)ccc1OCCOc1ccc([N+](=O)[O-])cc1 | -5.2 | -2.1 | nt

Additional results follow:
SMILES | hcGAS inh | NPYLR7 ag | mcGAS lum
COCCNC(=O)c1cc2n(n1)CCN(Cc1cccc(OC)c1)C2=O | -5.2 | 11.5 | -6.7
CC(CC(=O)O)n1c(COc2ccccc2)n[nH]c1=S (centres undefined) | -5.8 | 2.5 | -1.7
O=[N+]([O-])c1cc(S(=O)(=O)NN=C2CCc3ccccc32)ccc1Cl | -3.1 | 2.8 | nt
C[C@@H](NC(=O)C1CC=CCC1C(=O)N1CCN(c2ccccn2)CC1)C(C)(C)C (some centres undefined) | -10.1 | -9.3 | -2.1
Cc1cccc(-c2nc3ccc(C)cn3c2NC(C)(C)CC(C)(C)C)c1 | -5.7 | 4.9 | -7.7
c1ccc2sc(CSc3ncnc4sccc34)nc2c1 | -7.8 | 5.2 | nt
CC(C)C(NC(=O)N(C)Cc1ccccc1)c1ccc2c(c1)OCCCO2 (centres undefined) | -5.4 | 3.8 | -8.0
CCCc1nc2ccc(NC(=O)COc3ccccc3)cn2n1 | -0.5 | 5.3 | -6.4
O=C(Cc1cccs1)Nc1c2c(nn1-c1ccc([N+](=O)[O-])cc1)CSC2 | -4.1 | -3.7 | -8.4
CCn1nc(C)c(CN(CCOC)C(=O)c2cccc3c2OCC3)c1C | 0.2 | 19.4 | nt
Cc1cccc(C(=O)N2CCSC23CCN(C(=O)c2ccc([N+](=O)[O-])cc2)CC3)c1 | -5.2 | 6.8 | -5.9
COc1ccc(CC(N)c2csc(Nc3cc(Oc4ccccc4)ncn3)n2)cc1 (centres undefined) | -5.7 | -4.2 | -8.2
CCOC(=O)[C@H]1C[C@]2(CCCCNC2=O)N(C(=O)c2ccc3c(c2)OCO3)[C@H]1c1ccco1 | 0.7 | 2.3 | -7.4
COC(=O)c1cccc(CC2(C)C(=O)Nc3ccc(-c4ccccc4OC)cc32)c1 (centres undefined) | 1.2 | -2.4 | 1.1
COCCn1c(=NC(=O)c2ccc3ncsc3c2)sc2cc(OC)c(OC)cc21 | -9.7 | 2.5 | -7.9
COc1ccc(Cl)cc1NC(=O)CSc1nc(=O)n(CCCN2CCOCC2)c2c1CCC2 | 1.9 | -4.5 | 0.8
COc1ccccc1CCNC(=O)c1cncn1-c1cccc(-c2cc(Cl)ccc2OC)c1 | -5.9 | 0.1 | -6.0
Cc1ccc(S(=O)(=O)NC(=O)C(C)NS(=O)(=O)c2c(C)nn(C)c2C)c(C)c1 (centres undefined) | -7.2 | 2.4 | nt
O=S(=O)(Oc1cc(Cl)ccc1-c1nc2cc(Cl)ccc2o1)c1ccc(F)cc1 | -6.5 | 13.1 | -5.2
CCOC(=O)c1ccc(Oc2nc(SC)nc(N(C)C)n2)cc1 | 3.2 | -1.6 | nt
CCCn1c(SCCOc2ccccc2OC)nc2ccccc21 | -2.4 | -5.6 | -8.5
CCN(CC)C(=O)Oc1ccc2c(ccn2Cc2ccc(Cl)cc2)c1NC(=O)C(C)Cl (centres undefined) | -4.1 | -1.2 | -4.9
COCCNC(=O)Cn1c(=O)n(-c2ccc(C)c(C)c2)c(=O)c2ccc(Cl)cc21 | -4.3 | -3.2 | -4.7
COc1ccc(OC)c2sc(N(CCCN3CCOCC3)C(=O)c3cc(C)no3)nc12 | -4.8 | 0.1 | nt
CCc1ccc(-n2c(C(CC)N(CCc3ccc(OC)c(OC)c3)C(=O)c3ccc(F)cc3)nc3ccccc3c2=O)cc1 (centres undefined) | -6.1 | -2.9 | -3.3
Cc1cc(C(=O)N(Cc2ccccc2)c2nc3c(F)cc(F)cc3s2)nn1C | -4.7 | 7.3 | nt
CCN1CCN(CCCCNS(=O)(=O)c2ccc(F)cc2)CC1 | -4.8 | 0.3 | nt
CN(CC(=O)Nc1cccc2ccccc12)C(=O)COc1cccc(F)c1 | -3.0 | -3.9 | -6.4
COc1ccc(-n2cnnc2CN2CCN(c3ccc(F)cc3)CC2)cc1 | -6.9 | -1.3 | -13.7
Cc1nc(-c2cccc(NS(=O)(=O)c3ccccc3C(F)(F)F)c2)cs1 | -13.4 | 3.4 | nt
Cc1cc(C)n(Cc2cc(C(=O)NCCC3CCCCO3)n[nH]2)n1 (centres undefined) | -0.5 | 4.3 | nt
COc1ccc(Cl)cc1N1CCN(C(=O)c2ccco2)C(C)C1=O (centres undefined) | -2.0 | -2.0 | -4.6
C(=NNC1=Nc2cccc3cccc1c23)c1ccccc1 | -2.0 | 5.6 | -4.0
Cc1ccc(C(=O)N(CCCN)[C@@H](c2nc3cc(Cl)ccc3c(=O)n2Cc2ccccc2)C(C)C)cc1 | 0.9 | -11.1 | -2.5
CC1CCCCN1C(=O)CSc1nnc(C2CCS(=O)(=O)C2)o1 (centres undefined) | -10.2 | 0.8 | -5.5
Cc1ccc(C#N)cc1NC(=O)NCCc1cccs1 | -9.7 | 0.5 | nt
Cc1ccc(NS(=O)(=O)c2cc(C(=O)Nc3ccc(C(=O)O)cc3)ccc2C)cc1 | 6.6 | 2.5 | -1.2
CC(C)(C)n1ccc(C(=O)N2CCN(CCCCO)CC2)c1 | -3.2 | nt | -3.2
CCOC(=O)C1CCCN(C2CCN(c3ccc(NC(=O)COc4ccccc4)cc3)CC2)C1 (centres undefined) | -4.5 | 0.5 | -10.4
O=C1NC2(CCOc3ccccc32)C(=O)N1CCN1C(=O)c2ccccc2C1=O (centres undefined) | -6.3 | 7.0 | nt
Cc1cccc(-n2nc(SCC(=O)NC(C)(C)C)sc2=S)c1 | -1.9 | -2.0 | nt
CCn1c(C2CCCN(C(=O)CC3=CCNCC3)C2)nn(C)c1=O (centres undefined) | -2.5 | -1.4 | nt
CSCCC(C)NC(=O)NCC(C)(O)c1ccc(C)o1 (centres undefined) | -11.7 | 4.1 | nt
CC(C)n1ccc(CCNC(=O)c2cc(F)ccc2O)n1 | -7.7 | 3.4 | nt
COc1cc(-c2nc3ccc(NC(=O)Nc4ccc(OC(F)(F)F)cc4)cn3n2)cc(OC)c1OC | -3.7 | 10.1 | -9.7
Cn1ccnc1CN(Cc1ccncc1)C[C@@H]1CCC(=O)N1 | -3.5 | 0.3 | nt
CC(C)=CCN1CCN(CC(=O)N2CCOCC2)CC1 | -6.8 | 6.5 | nt
Fc1ccccc1-c1nc(N2CCc3ccccc3C2)c2ccccc2n1 | -2.6 | 1.2 | -5.1
Cc1ccc2nc(NC(=O)c3ccc4c(c3)OCCO4)sc2c1 | 2.3 | 0.5 | -1.6
Cc1cc(C)cc(NC(C)C(=O)N(C)Cc2ccccc2)c1 (centres undefined) | -17.3 | -2.7 | nt
COc1ccc(S(=O)(=O)N(C)C)cc1NC(=O)C1(c2cccc(C)c2)CCC1 | -7.0 | 0.9 | -7.5
CCCCN(Cc1cccnc1)C(=O)c1ccccc1C1CCNC1 (centres undefined) | -8.7 | -2.0 | nt
COCCN1C(=O)N(c2ccc(F)cc2)C(=O)C1CC(=O)NCc1ccccc1 (centres undefined) | -4.0 | 0.5 | nt
O=C(Cn1cnc2c([nH]c3ccccc32)c1=O)NCC1CCN(Cc2ccccc2F)CC1 | -4.8 | nt | -8.4
CC(=O)N1CCCN(C2CCN(c3ccc(NC(=O)CCc4ccccc4)cc3)CC2)CC1 | -2.4 | 0.6 | -4.0
CC(=O)Nc1ccc(OC/C=C/c2ccccc2)cc1 | -14.7 | 0.3 | -8.6
CC(=O)N1CCCN(Cc2cn(-c3cc(C)ccc3C)nc2-c2ccccc2)CC1 | -8.2 | 15.8 | -8.4
CC(C)N1CCCC(C)(C(=O)Nc2cccc3c2CCCC3)C1 (centres undefined) | -16.9 | 1.6 | nt
O=C(CSC12CC3CC(CC(C3)C1)C2)NCCc1noc(CO)n1 | -20.1 | nt | -7.1
CCN(CC)c1c(C)nc2ccc(C(=O)N(C)CCN(C)C)cn12 | -4.1 | -2.6 | -2.1
Further entries.
SMILES | hcGAS inh | NPYLR7 ag | mcGAS lum
FC(F)(F)c1cccc2c(NCc3cccnc3N3CCOCC3)ccnc12 | -5.1 | 2.5 | nt
O=S(=O)(NCC1CCN(Cc2ccc3ccccc3n2)C1)C1CC1 (centres undefined) | -4.0 | -3.2 | nt
Cc1ccc2c(c1)C(=O)NC1(CCN(C(=O)Nc3cccc(C(F)(F)F)c3)CC1)N2 | -5.9 | -2.2 | -3.8
Cc1cc(C)c(C)c(S(=O)(=O)Nc2ccccc2N2CCN(C)CC2)c1C | -3.6 | 1.3 | nt
CCCc1nnc(-c2cc3ccccc3n2CC(=O)Nc2cccc(OC)c2)o1 | -3.4 | -1.5 | -8.4
CCOc1cc(-n2ncc(OCC)c(Cl)c2=O)nc(SC)n1 | -4.6 | 7.3 | nt
CN1C(=O)CC(C(=O)Nc2ccccc2F)SC1=Nc1cccc(F)c1 (centres undefined) | -0.7 | 4.1 | -5.2

In the list so far, these contain a furan ring, fused or not.
SMILES | hcGAS inh | NPYLR7 ag | mcGAS lum
COc1ccc(NC(=O)CCN(Cc2ccco2)c2nc(C3CC3)nc3ccccc23)cc1 | -1.9 | -2.6 | -4.7
COc1cccc2sc(N(Cc3ccco3)C(=O)c3cc(C)nn3C)nc12 | -6.5 | 4.8 | nt
CCOC(=O)[C@H]1C[C@]2(CCCCNC2=O)N(C(=O)c2ccc3c(c2)OCO3)[C@H]1c1ccco1 | 0.7 | 2.3 | -7.4
COc1ccc(Cl)cc1N1CCN(C(=O)c2ccco2)C(C)C1=O (centres undefined) | -2.0 | -2.0 | -4.6
CSCCC(C)NC(=O)NCC(C)(O)c1ccc(C)o1 (centres undefined) | -11.7 | 4.1 | nt

Single records, as listed above. Screens in order: hcGAS inh | NPYLR7 ag | mcGAS lum
`CN1C(=O)CC(C(=O)Nc2ccccc2F)SC1=Nc1cccc(F)c1` (centres undefined) is entered as -0.7 | 4.1 | -5.2
`FC(F)(F)c1cccc2c(NCc3cccnc3N3CCOCC3)ccnc12` is entered as -5.1 | 2.5 | nt

Three compounds from above, limited to NPYLR7 ag.
structure	NPYLR7 ag
COCCNC(=O)Cn1c(=O)n(-c2ccc(C)c(C)c2)c(=O)c2ccc(Cl)cc21	-3.2
COc1ccc(OC)c2sc(N(CCCN3CCOCC3)C(=O)c3cc(C)no3)nc12	0.1
CCc1ccc(-n2c(C(CC)N(CCc3ccc(OC)c(OC)c3)C(=O)c3ccc(F)cc3)nc3ccccc3c2=O)cc1 (centres undefined)	-2.9
